15-hLO-2 inh: blocks human 15-lipoxygenase 2 activity. purified 15hLO-2, xylenol orange hydroperoxide absorbance. O15296. Potency, µM (titrated, usually from 57.1 µM), for inactives: at the highest dose activity change, negative = inhibition, most hits filed as inhibitors. AID 881. 0.56% of 110,000 active; note: potency is the fitted concentration of half-maximal effect; nearly all actives have a fitted effect of over 60% in size; many of its hits are not listed in these tables
Target sequence (O15296 whole entry, looked up): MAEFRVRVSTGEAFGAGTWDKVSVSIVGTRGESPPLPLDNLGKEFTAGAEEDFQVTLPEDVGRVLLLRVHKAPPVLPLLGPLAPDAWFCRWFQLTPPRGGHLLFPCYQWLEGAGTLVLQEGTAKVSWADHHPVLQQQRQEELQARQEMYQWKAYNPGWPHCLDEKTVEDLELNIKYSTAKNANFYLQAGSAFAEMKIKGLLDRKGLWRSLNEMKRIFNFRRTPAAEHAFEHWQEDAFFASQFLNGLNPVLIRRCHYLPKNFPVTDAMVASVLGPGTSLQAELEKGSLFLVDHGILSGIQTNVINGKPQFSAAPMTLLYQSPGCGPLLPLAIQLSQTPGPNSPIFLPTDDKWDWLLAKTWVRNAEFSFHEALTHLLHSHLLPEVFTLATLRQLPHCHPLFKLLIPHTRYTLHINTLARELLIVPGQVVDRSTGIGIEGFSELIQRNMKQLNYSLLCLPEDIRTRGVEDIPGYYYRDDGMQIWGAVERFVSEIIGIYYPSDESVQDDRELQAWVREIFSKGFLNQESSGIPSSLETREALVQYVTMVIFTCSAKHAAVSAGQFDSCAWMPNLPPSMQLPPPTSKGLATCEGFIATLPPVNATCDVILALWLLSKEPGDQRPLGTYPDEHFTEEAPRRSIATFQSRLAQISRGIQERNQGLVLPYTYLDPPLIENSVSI
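Read-out: hydroperoxide product oxidises ferrous iron, measured as xylenol orange complex via the 573-to-405 nm absorbance ratio after 30 min. Reaction: 50 nM enzyme, 15 min compound preincubation, 45 uM arachidonic acid, 90 min RT, Hepes pH 7.5 with Triton X-100.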
PNC assembly inh: blocks assembly of the perinucleolar compartment. PC3M PTB-GFP, PNC prevalence imaging, 16 h; stronger effect = lower value. activity change (PNC), negative = inhibition, % at 10 µM. 3.1% of 140,000 active. AID 2417;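 active = readout at or below -70, meaning at least 70% loss of cells showing the perinucleolar compartment, a nuclear body marking cancer cells; inconclusive = readout between -30 and a set limit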;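 note: plate controls were DMSO wells for no effect and camptothecin positive control wells for full effect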
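Compounds are pinned in duplicate onto adhered PC3M cells stably expressing GFP-tagged PTB and incubated 16 h at 37 C. Cells are then fixed, nuclei stained with Hoechst, and PNC-positive cells counted.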
IMPase cell inh: cell-permeable inhibitors of inositol monophosphatase (IMPase). P97697. CHO-M1 cells, IP1 accumulation, HTRF TR-FRET ratio. inhibition (IP1 accumulation), % at 46.1 µM. 120,000 tested, under 10 active. AID 901; active = well fitted curve in the direction sought with a large enough effect in the signal ratio, not every such curve was filed as active; inconclusive = small, poorly fitted or top-dose-only effect, or a change in a side signal; inactive = no such curve, though single readings can be large or run the other way; the % refers to the signal ratio;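 note: cells stimulated with carbachol in lithium chloride buffer; plate controls were DMSO basal wells for no effect and reference inhibitor wells for full effect; higher means more IMPase inhibition seen as more IP1 and lower FRET ratio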
Target sequence (P97697 whole entry, looked up): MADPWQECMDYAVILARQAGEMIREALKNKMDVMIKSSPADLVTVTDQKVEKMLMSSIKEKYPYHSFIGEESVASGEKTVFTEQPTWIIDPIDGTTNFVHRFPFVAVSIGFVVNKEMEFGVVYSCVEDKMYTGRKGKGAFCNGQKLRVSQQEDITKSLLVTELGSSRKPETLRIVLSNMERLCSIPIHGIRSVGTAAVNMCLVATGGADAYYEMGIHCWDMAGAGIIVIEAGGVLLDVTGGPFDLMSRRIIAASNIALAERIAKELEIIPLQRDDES
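In this qHTS, compounds (final up to 46 uM) act on CHO-M1 cells that are then activated through the M1 receptor with carbachol, in pH 7.4 buffer containing 50 mM LiCl, for 30 min. IP1 accumulation is quantified by the IP-One immunoassay.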
ALOX12 inhib: blocks human 12-lipoxygenase activity. P18054. purified 12-hLO, xylenol orange hydroperoxide absorbance. Potency, µM (top dose mostly 57.1 µM), inactives show at the highest dose activity change, negative = inhibition, actives largely listed as inhibitors. 0.12% of 150,000 active. AID 1452; note: potency is the fitted concentration of half-maximal effect; nearly all actives have a fitted effect of over 55% in size; many of its hits are not listed in these tables
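Xylenol orange chromogenic assay: hydroperoxide from 12hLO oxidises Fe(II), giving red-shifted Fe(III)-XO absorbance. Conditions: 150 nM enzyme, 40 uM arachidonic acid, 25 mM Hepes pH 7.0, 0.01% Triton X-100, 30 min, room temperature.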
Active calls of the source: *; ? = inconclusive; . = not tested or not shown; & = joins results of further samples; [ ] = remark or other dose. Unless noted, calls come from the whole dose curve; as a rule, active = well fitted curve in the direction sought with a large enough effect; inconclusive = small, poorly fitted or top-dose-only effect, or another doubt; inactive = no such curve, though single readings can be large; an effect the other way counts as inactive or inconclusive. Unless noted, % is set by controls: 0 for no effect and ±100 for the full control effect.

compound,15-hLO-2 inh,PNC assembly inh,IMPase cell inh,ALOX12 inhib
O=[N+]([O-])c1ccc(Nc2ccccc2)cc1,.,10,.,?
CCN1C(=O)NC(=O)/C(=C\c2ccc(N3CCOCC3)cc2OC)C1=O,-2%,3,0,3%
Clc1ccc(-c2nc3ccc(Cl)cn3c2CN2CCOCC2)cc1,23%,?,5,1%
CCN[C@]1(c2cccs2)CCCCC1=O,1%[25.6 µM],.,4[20.6 µM],-1%[25.6 µM]
CC(C)C[C@H]1C(=O)N2CCC[C@@H]2[C@]2(O)O[C@](NC(=O)[C@@H]3C=C4c5cccc6[nH]c(Br)c(c56)C[C@H]4N(C)C3)(C(C)C)C(=O)N12,26%,.,-6,-10%
Cc1ccc(N2C(=O)NC(=O)/C(=C\c3cc(C)n(-c4sc5c(c4C#N)CCCC5)c3C)C2=O)cc1,.,?,0,-19%
CCn1c(O)c(C(=O)CC2NCCc3ccccc32)c(=O)n(CC)c1=S (stereo not drawn),-10%,3,5,-5%
CC([C@H](O)c1ccccc1)N(C)C (stereo partly drawn),7%,.,.,1%
CN1[C@@H]2CC[C@H]1CC(OC(c1ccc(F)cc1)c1ccc(F)cc1)C2 (stereo partly drawn),30%,.,20,-4%
CC(=O)N1CCC2(CC1)CC(=O)c1cc(OCC(=O)N3CCN(C)CC3)ccc1O2,0%,-18,-1,-3%
CCOC(=O)c1c(C)n(Cc2ccccc2)c2ccc(OCC(O)CN3C(=O)CNC3=O)cc12 (stereo not drawn),-13%,?,9,-2%
COc1cc2c(cc1OC)-c1c(O)c(OC)cc3c1[C@H](C2)N(C)CC3,-3%,.,?,-20%
C=CCn1c(O)c(C(CC)=NCCCO)c(=O)[nH]c1=O,8%,19,-19,-1%
O=C1N=c2ccccc2=C/C1=C\c1c(O)[nH]c(=S)[nH]c1=O,.,-19,-10,-2%
CN1CC[C@@]2(CCCN(C(=O)c3ccncc3)C2)C1,7%,.,.,1%
O=c1c2ccccc2nc(CN2CCCCCC2)n1-c1ccc(F)cc1,7%,-10,14,-2%
CC(C)CN1CCCC2(CCN(C(=O)Oc3ccccc3)CC2)C1,14%,.,.,-2%
CC(C)CNCCc1ccccn1,-1%[11.4 µM],.,.,0%[11.4 µM]
CN1CCC(N(C)c2nc(-c3ccccc3)nc3ccccc23)CC1,10%,?,1,10%
CC(C)n1cc(C(=O)N(CC(=O)NC2CCCC2)Cc2ccccc2)cn1,-3%,?,11,-3%

compound,15-hLO-2 inh,PNC assembly inh,IMPase cell inh,ALOX12 inhib
c1ccc2oc(N3CCNCC3)nc2c1,1%,?,2,10%
Cc1cnc[nH]1,-2%,.,.,-1%
O=C(Cc1ccccc1)OCn1nnc2ccccc2c1=O,.,-12,-10,2%
CC(=O)Nc1cc(C(=O)N2CCC3(CC2)OCCO3)ccc1S(=O)(=O)c1ccc(Cl)cc1,4%,-16,5,5%
CCCCN1CCC(O)(c2ccccc2)C(C(=O)c2ccccc2)C1 (stereo not drawn),.,34,?,5%
O=C(c1cc(-c2cccnc2)nc2ccc(Cl)cc12)N1CCC2(CC1)OCCO2,-6%,8,-6,-3%
N#Cc1ccccc1Cn1cc(C(=O)c2ccccc2F)c2ccccc21,.,28,8,-1%
CCC(=NCc1cc(OC)cc(OC)c1)c1c(O)n(C)c(=O)n(C)c1=O,0%,-11,10,4%
C=CCN1C(=O)NC(=O)/C(=C/c2cc3c4c(c2)CCCN4CCC3)C1=O,.,?,.,-4%
CCOC(=O)N1CCN(CC(O)COCCC23CC4CC(CC(C4)C2)C3)CC1 (stereo not drawn),35%[activator],7,-2,2%
CCCCP(=O)(O)c1ccccc1,3%,53,7,-4%
O=C(C1CC(=O)N(C2CCCCC2)C1)N1CCC2(CC1)OCCO2 (stereo not drawn),4%,25,-1,5%
CCC(C)n1c(O)c(/C=N/Nc2ccccc2)c(=O)[nH]c1=S (stereo not drawn),.,-24,.,?
O=c1[nH]c(=O)n(Cc2ccc(F)cc2)c(O)c1C=NCCCn1ccnc1,11%,-10,0,11%
CN(C)[C@@H]1C(=O)C(C(N)=O)=C(O)[C@]2(O)C(=O)C3=C(O)c4c(O)cccc4[C@@](C)(O)[C@H]3[C@H](O)[C@@H]12,24%[25.6 µM],.,-8[20.6 µM],-8%[25.6 µM]
COc1ccc(-n2c(O)c(C=Nc3c(C)n(C)n(-c4ccccc4)c3=O)c(=O)[nH]c2=O)cc1,-5%,?,-5,-4%
CN1CCN(C(=O)Cc2nc3ccccc3[nH]2)CC1,17%,-6,?,-1%
CCOC(=O)c1ncc2[nH]c3ccc(OCc4ccccc4)cc3c2c1COC,-7%[0.0915 µM],.,.,0%[0.00818 µM]
O=C(Cc1ccccc1)Oc1ccccc1N1C(=O)CCC1=O,2%,24,4,5%
Cc1ccc(N2C(=O)/C(=C/c3ccc(CN(CCC#N)S(C)(=O)=O)o3)C(=O)NC2=S)cc1,-20%,22,-1,?

compound,15-hLO-2 inh,PNC assembly inh,IMPase cell inh,ALOX12 inhib
Oc1ccc2c3c1O[C@H]1[C@@H](O)CC[C@]4(O)[C@H](C2)N(CC2CCC2)CC[C@@]314,7%[25.6 µM],.,0[20.6 µM],-2%[25.6 µM]
C=CCN1C[C@H](C)N([C@H](c2ccc(C(=O)N(CC)CC)cc2)c2cccc(O)c2)C[C@H]1C,22%,.,7,-2%
ClC(Cl)=C(Cl)Cl,-2%&-5%,.,.,1%&-1%
CCn1c(O)c(C=Nc2ccc(S(N)(=O)=O)cc2)c(=O)[nH]c1=S,.,5,.,-4%
CC/C(CC(c1ccccc1)c1c(O)c2ccccc2oc1=O)=N\NC(N)=S (stereo not drawn),.,-17,.,1%
CCC1(c2ccccc2)C(=O)N(C)C(=O)N(C)C1=O,2%,10,18,0%
Cc1nn(Cc2ccccc2)c(Cl)c1C(=O)OCC(=O)Nc1cccc2ccccc12,.,-6,1,2%
C[C@@]12CC[C@H]3[C@@H](CC[C@@H]4C[C@H]5S[C@H]5C[C@]43C)[C@H]1CC[C@H]2O,-3%[25.6 µM],.,-5[20.6 µM],2%[25.6 µM]
CN(C)C(=O)Oc1cccc(OCc2n(C)c3ccccc3[n+]2C)c1,.,13,.,2%
Cc1cccc(OP(=O)(NCc2ccccc2)Oc2cccc(C)c2)c1,.,?,-11,-3%
O=C(NC1CC1)C1CSC(c2cccnc2)=N1 (stereo not drawn),-3%,?,1,-2%
O=C(C1CCC(=O)N1C1CCCC1)N1CCC2(CC1)OCCO2 (stereo not drawn),0%,-21,8,0%
CC1=NCCc2c1[nH]c1cc(O)ccc21,-9%,.,?,-8%
FC(F)(F)/C(=N\P(=S)(N1CCOCC1)N1CCOCC1)N1CCOCC1,-1%,-9,21,-4%
CC12CN3CC(c4ccccc4)(CN(C1)C31CCCCC1)C2=O,-5%,-24,?,-3%
S=C(S)N1CCCC1,?,.,-4&3,?
CC(O)CCl (stereo not drawn),-8%,.,.,-1%
COc1ccc(C(=O)O[C@H]2CC[C@@]3(C)[C@H]4CC[C@H]5[C@]3(C[C@]3(O)[C@H]6CN7C[C@H](C)CC[C@H]7[C@](C)(O)[C@]6(O)[C@H](O)C[C@]53O)O[C@]24O)cc1OC,-1%[11.4 µM],.,.,5%[11.4 µM]
O=C(N/N=C/c1c(O)n(Cc2ccc(F)cc2)c(=O)[nH]c1=O)c1ccccc1O,.,?,-3,-2%
CC1=NN(c2ccccc2)C(=O)C1/C=C1/C(=O)NC(=O)N(c2cc(C)cc(C)c2)C1=O (stereo not drawn),?,13,-9,-13%

In a second layout: results already given.
Molecule: ClC(Cl)=C(Cl)Cl
  15-hLO-2 inh: -2%&-5%
  PNC assembly inh: .
  IMPase cell inh: .
  ALOX12 inhib: 1%&-1%
Molecule: CCn1c(O)c(C=Nc2ccc(S(N)(=O)=O)cc2)c(=O)[nH]c1=S
  15-hLO-2 inh: .
  PNC assembly inh: 5
  IMPase cell inh: .
  ALOX12 inhib: -4%
Molecule: Oc1ccc2c3c1O[C@H]1[C@@H](O)CC[C@]4(O)[C@H](C2)N(CC2CCC2)CC[C@@]314
  15-hLO-2 inh: 7%[25.6 µM]
  PNC assembly inh: .
  IMPase cell inh: 0[20.6 µM]
  ALOX12 inhib: -2%[25.6 µM]

Next part.
compound,15-hLO-2 inh,PNC assembly inh,IMPase cell inh,ALOX12 inhib
O=C(Cc1ccccc1)NC(Oc1ccccc1Cl)C(Cl)(Cl)Cl (stereo not drawn),.,10,.,-3%
COc1ccc(NC(=O)N2CC[C@@]3(CCCN(C(=O)Oc4ccccc4)C3)C2)cc1,-4%,.,.,-3%
O=C(CCn1c(=O)oc2ccccc21)N1CCC2(CC1)OCCO2,-2%,15,-1,-7%
CCCC1(CCC)C(=O)NC(=NCc2ccccc2)NC1=O,-2%,6,6,-10%
NCC1(CC(=O)O)CCCCC1,-6%,60,-14,-3%
CN(C(=O)Oc1cccc2cccnc12)c1ccccc1,-2%,?,-2,-2%
Cc1cccc(NC(=O)CSc2nnc([C@@H](N)Cc3c[nH]c4ccccc34)o2)c1C,47%[activator],?,-1,-8%
CC(=O)Nc1ccccc1OC(=O)N(C)C,-4%,-5,15,-4%
N/C(=N\[N+](=O)[O-])N/N=C/c1ccc(O)cc1,-10%,?,-10,5%
Nc1ccccc1N=Cc1c(O)n(CCC2=CCCCC2)c(=O)[nH]c1=O,-13%,?,4,1%
CSc1ncc(Cl)c(C(=O)O)n1 (tested in a mixture with another compound),-1%,-4,-10,1%
CS(=O)(=O)Nc1ccc(Cc2noc(-c3ccc4[nH]cc(CCN)c4c3)n2)cc1,12%,.,5,-1%
CC(C(N)=O)N1CC(c2ccc(Cl)cc2)CC1=O (stereo not drawn),-1%,14,-11,1%
CC(=O)O[C@H]1CC[C@@]2(C)[C@@H](CC[C@H]3[C@H]2CC(=O)[C@]2(C)[C@@H]3C[C@@H](N3CC3)[C@H]2C(C)=O)C1,4%[11.4 µM],.,.,0%[11.4 µM]
Cc1ccc(-c2nc(N3CCOCC3)s[n+]2-c2ccccc2)cc1,.,24,.,-4%
COc1ccc(C(c2ccc(OC)cc2)C(Cl)(Cl)Cl)cc1,-10%&-3%,.,.,3%&-3%
CCC(C)(C)n1nnnc1CN1CCC(n2c(C)nc3cc(C(F)(F)F)ccc32)CC1,.,169,-8,9%
CCOP(=O)(C#CC(C)(C)C)C(O)(c1ccccc1)C(F)(F)F (stereo not drawn),4%,?,-10,4%
CC[C@H](CO)NC(=O)[C@H]1C=C2c3cccc4[nH]cc(c34)C[C@@H]2N(C)C1,-6%[25.6 µM],.,1[20.6 µM],2%[25.6 µM]
CN1CCN(S(=O)(=O)c2ccc(Cl)nc2)CC1,.,5,0,-1%

compound,15-hLO-2 inh,PNC assembly inh,IMPase cell inh,ALOX12 inhib
COC(=O)C1CN(C#N)N(c2ccc(Cl)cc2)C12c1ccccc1-c1ccccc12 (stereo not drawn),.,?,11,-3%
CC1CCC/C=C/C2CC(O)CC2C(O)/C=C/C(=O)O1 (stereo not drawn),0%,16,6,9%
COc1cccc(OC)c1C1=NCC(=O)Nc2c1oc1ccc(Br)cc21,.,-119*,?,-26%
NC1CCC(CC2CCC(N)CC2)CC1 (stereo not drawn),5%,.,.,-6%
CCCCn1c(O)c(C(CC)=Nc2ccc(OCC)cc2)c(=O)[nH]c1=O,-5%,16,2,-15%
C#CC1(O)CCC2C3CCC4=CC(=O)CCC4(C)C3CCC21C (stereo not drawn),-5%,.,.,2%
O=C1C2CCCN2C(c2cccnc2)N1c1cccc(Cl)c1 (stereo not drawn),4%,32,5,2%
NC(=S)N/N=C/c1coc2ccccc2c1=O,.,-5,3,1%
NCC[Se][Se]CCN,?,.,.,2%[11.4 µM]

Screening results: PubChem BioAssay, National Center for Advancing Translational Sciences (NCATS)

This is a subset (hit frequency here may not be typical).
